TRPC6 inh: blocks the mouse TRPC6 cation channel | Q61143 | 310,000 compounds, 1.1% hits | HEK293-TRPC6, membrane potential dye, ACh-evoked depolarization; stronger effect = lower value | B-score at 10 µM;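 active means B-score under library mean minus 3 SD, initial fluorescence not abnormally high, positive integrated signal ratio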;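 further: B-score derived from integrated fluorescence ratio over the kinetic read; more negative B-score means stronger inhibition of depolarization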
TRPC4 inh: TRPC4 (mouse) channel inhibition. Q9QUQ5. 300,000 compounds, 0.39% hits. B-score at 10 µM. AID 2247. HEK293 TRPC4beta/mu-opioid, DAMGO-evoked Fluo4 calcium flux; stronger effect = lower value;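 active means B-score over 3 SD under the library average, no early fluorescence shift, positive overall ratio signal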
Target sequence (Q9QUQ5 whole entry, looked up): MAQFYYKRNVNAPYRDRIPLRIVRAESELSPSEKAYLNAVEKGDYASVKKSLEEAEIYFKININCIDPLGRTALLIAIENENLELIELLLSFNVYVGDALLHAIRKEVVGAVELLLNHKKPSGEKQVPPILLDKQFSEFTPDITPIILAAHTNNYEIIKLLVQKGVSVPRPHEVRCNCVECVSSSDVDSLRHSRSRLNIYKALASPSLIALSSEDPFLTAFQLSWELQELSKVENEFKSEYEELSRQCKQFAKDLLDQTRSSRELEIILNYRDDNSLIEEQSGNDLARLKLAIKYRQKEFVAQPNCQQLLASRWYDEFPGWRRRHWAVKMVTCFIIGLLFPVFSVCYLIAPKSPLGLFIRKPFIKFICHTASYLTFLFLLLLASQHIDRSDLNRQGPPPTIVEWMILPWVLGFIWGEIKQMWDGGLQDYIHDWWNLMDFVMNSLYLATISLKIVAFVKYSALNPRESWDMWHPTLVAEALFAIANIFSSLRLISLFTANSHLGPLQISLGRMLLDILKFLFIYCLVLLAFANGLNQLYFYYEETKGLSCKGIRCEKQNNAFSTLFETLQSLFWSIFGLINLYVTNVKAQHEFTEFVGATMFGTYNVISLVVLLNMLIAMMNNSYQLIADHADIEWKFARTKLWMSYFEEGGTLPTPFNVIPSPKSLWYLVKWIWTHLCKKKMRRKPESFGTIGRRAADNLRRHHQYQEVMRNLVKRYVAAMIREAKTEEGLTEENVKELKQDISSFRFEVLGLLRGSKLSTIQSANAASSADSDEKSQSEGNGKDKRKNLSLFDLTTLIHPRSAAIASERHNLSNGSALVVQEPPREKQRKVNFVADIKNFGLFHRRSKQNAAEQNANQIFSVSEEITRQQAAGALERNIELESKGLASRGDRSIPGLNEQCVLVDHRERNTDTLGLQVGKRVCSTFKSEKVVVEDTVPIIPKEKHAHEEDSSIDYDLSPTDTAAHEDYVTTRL
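Material: HEK293 cells with stable TRPC4beta plus mu-opioid receptor expression / Probe or stimulus: DAMGO in two steps, submaximal then maximal / Compound: single concentration per test compound / Technique: kinetic Fluo4 fluorescence imaging of calcium influx / Read-out: per-well B score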
ANO1 block: blocks the mouse calcium-activated chloride channel TMEM16A | HEK293 TMEM16A/YFP iodide influx fluorescence, ionomycin | normalized B-score (activity score, 25-100; higher = stronger inhibition) at 10 µM | 310,000 compounds, 1.2% hits;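 active means ratio plate-corrected score three or more library SD toward inhibition, starting fluorescence score within five deviations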;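 further: score derived from kinetic fluorescence span divided by baseline fluorescence per well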
SKKanGAS inh: SKKanGAS growth inhibition | S. pyogenes SKKanGAS, kanamycin growth, BacTiter-Glo, 6 h | inhibition, % at 7.5 µM | 300,000 compounds, 1.3% hits | AID 1662;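 active means mean replicate score, as percent of positive control median, at least 50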;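 further: strain carries kanamycin resistance gene driven by streptokinase promoter and grows in 40 µg/ml kanamycin; loss of luminescence reflects streptokinase promoter inhibition or plain growth inhibition; 0% = median of DMSO wells and 100% = positive control at its reference dose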
MrgX1 agonist: agonists of human MrgX1 receptor | MrgX1-HEK293 cells, Fluo-4 calcium fluorescence, agonist mode; stronger effect = higher value | B-score at 10 µM | AID 588627 | Q96LB2 | 310,000 compounds, 0.44% hits;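 active means calcium response B-score plate-corrected fluorescence ratio at least 3 library SD, with starting fluorescence B-score inside 5 SD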
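System: HEK293 cells stably expressing human MrgX1 receptor; Dosing: test compound in the initial addition of three; Schedule: overnight plating, then 30 min 37 °C plus 30 min room-temperature dye loading; Detection: kinetic calcium dye fluorescence, Fluo-4 NW; Controls: per-plate positive and negative controls for Z′ factor.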
TRPC4 potent: TRPC4 (mouse) allosteric potentiation; HEK293 TRPC4beta/mu-opioid, DAMGO EC20, Fluo-4 Ca2+ flux; stronger effect = higher value; B-score at 10 µM; 310,000 compounds, 0.42% hits;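 active means B-score of calcium response area above 5 SD of library B-scores, with initial fluorescence ratio within 5 SD of library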;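 further: B-score of integrated fluorescence ratio over time as area under calcium response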
TRPC6 activator: activators of mouse TRPC6 channel; Q61143; HEK293-TRPC6 membrane potential dye fluorescence; stronger effect = higher value; B-score at 10 µM; 310,000 compounds, 0.13% hits; AID 2550;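 active means B-score of the integrated fluorescence ratio above library mean plus 3 SD, and starting fluorescence ratio within library mean plus 5 SD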;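 further: higher score means more depolarization so channel activation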
TRPC4 agonist: TRPC4 (mouse) channel activation; Q9QUQ5; HEK293 TRPC4beta/mu-opioid, Fluo4 calcium fluorescence; stronger effect = higher value; B-score at 10 µM; 310,000 compounds, 0.49% hits;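 active means B-score above 5 SD of library B-scores, and initial fluorescence ratio not above library mean plus 5 SD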;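 further: positive B-score marks a calcium rise read as TRPC4 activation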
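system = HEK293 cells stably co-expressing mouse TRPC4beta and mu-opioid receptor | schedule = Fluo4 dye loading 45 min at room temperature, 110 s recording | measure = B-scored integrated calcium fluorescence ratio | signal = Fluo4 calcium-sensitive dye fluorescence, kinetic, 1 Hz baseline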
MrgX1 PAM: human MrgX1 positive allosteric modulation, primary screen; Q96LB2; MrgX1-HEK293, Fluo-4 calcium flux, FDSS; stronger effect = higher value; B-score at 10 µM; 310,000 compounds, 0.63% hits;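 active means plate-corrected calcium response at least 3 library SD above typical, normal starting fluorescence, not activating the receptor alone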;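 further: compound read alongside a low EC10 to EC30 dose of BAM8-22 agonist; peak minus trough fluorescence over baseline measured at the second addition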
MrgX1 antag: human MrgX1 receptor antagonism, primary screen | Q96LB2 | MRGX1-HEK293 calcium flux, Fluo-4, BAM8-22 antagonism; stronger effect = lower value | B-score at 10 µM | 310,000 compounds, 1.3% hits;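 active means calcium-response B-score plate-corrected more than 3 library SD below zero, starting fluorescence within 5 deviations, no agonist response on first addition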;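 further: peak minus trough fluorescence over baseline after final BAM8-22 challenge near maximal dose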
TMEM16A act: activates or potentiates the mouse TMEM16A chloride channel; Q8BHY3; HEK293 TMEM16A/YFP-H148Q/I152L, iodide quench fluorescence; stronger effect = lower value; B-score at 10 µM; 340,000 compounds, 0.3% hits;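 active means fluorescence-ratio B-score plate-corrected deviation score at least 3 library SD below zero, with starting fluorescence score within 5 deviations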;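 further: channel opened by trigger with iodide after compound preincubation; score built on the fluorescence ratio of max minus min over baseline; more negative score means more quench and so TMEM16A activation or potentiation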
* marks the source's active call; other numbers are inactive results; i = inactive; · = not tested or not shown.

SMILES | TRPC6 inh | TRPC4 inh | ANO1 block | SKKanGAS inh | MrgX1 agonist | TRPC4 potent | TRPC6 activator | TRPC4 agonist | MrgX1 PAM | MrgX1 antag | TMEM16A act
CC1CCCCC1NC(=O)Cn1nnc2ccccc2c1=O (stereo unspecified) | i | i | i | -4.7 | i | i | i | i | i | i | i
Cn1c(=O)[nH]c(=O)c2c1nc(N1CCN(C(c3ccccc3)c3ccccc3)CC1)n2CCO | i | i | i | 7.5 | i | i | i | i | i | i | i
CCC(C)(C)NC(=O)c1ccc2c(c1)S(=O)(=O)c1ccccc1C2=O | i | i | i | -4.6 | i | i | i | i | i | i | i
O=[N+]([O-])c1ccc(-c2nc3ccc([N+](=O)[O-])cc3[nH]2)cc1 | i | i | i | -0.3 | i | i | i | i | i | -10.5* | i
COc1ccc(CCNC(=O)CCSc2nc(-c3ccco3)cc(C(F)(F)F)n2)cc1 | i | i | i | -6.8 | i | i | i | i | i | i | i
COc1ccccc1NC(=O)c1cccc(S(=O)(=O)N2CCN(Cc3ccccc3)CC2)c1 | i | i | i | -5.7 | i | i | i | i | i | i | i
Cc1ccc2c(C(=O)CSc3ccccc3)c(C)[nH]c2c1 | i | i | i | -0.3 | i | i | i | i | i | i | i
CC(C)CNC(=O)CN1c2cccc3cccc(c23)S1(=O)=O | i | i | i | -4.2 | i | i | i | i | i | i | i
CC(C)NS(=O)(=O)c1ccc(OCC(=O)N2CCCC2)cc1 | i | i | i | -2.1 | i | i | i | i | i | i | i
Cc1c(OCC(=O)NC(Cc2ccc(Cl)cc2)C(=O)O)ccc2c1oc(=O)c1ccccc12 (stereo unspecified) | i | i | i | 18.4 | i | i | i | i | i | i | i
COc1cccc(/C=N\NC(=O)c2sc(N)nc2C)c1OC | i | i | i | -1.8 | i | i | i | i | i | i | i
Cc1ccc(SCc2cc(=O)c3c(=O)n(-c4ccccc4)[nH]c3[nH]2)cc1 | i | i | i | 24.8 | i | i | i | i | i | i | i
CS(=O)(=O)N1CCN(c2ccccc2NC(=O)c2cccnc2Cl)CC1 | i | i | i | -13.2 | i | i | i | i | i | i | i
CC1(C)CNC(=O)C=C(c2ccccc2)C1 | i | i | i | -2.7 | i | i | i | i | i | i | i
COc1ccc(C(=O)N2CCN(C3CCN(Cc4ccccc4)CC3)CC2)cc1OC | i | i | i | -3.8 | i | i | i | i | i | i | i
CC(C)(C)c1ccc(C(=O)NCc2nnc(SCC(=O)NC3CCCCC3)o2)cc1 | i | i | i | 38.1 | i | i | i | i | i | i | i
O=C1c2ccccc2C(=O)C12OC2c1ccc(Cl)cc1 (stereo unspecified) | i | i | i | -23.7 | i | i | i | i | i | i | ·
COc1ccccc1N(CC(=O)NCCc1ccccc1)S(C)(=O)=O | i | i | i | -7.6 | i | i | i | i | i | i | i
COc1ccc(N2C(=O)/C(=C\c3ccco3)N=C2SCC(=O)NC(C)C)cc1Cl | i | i | i | 10.2 | i | i | i | i | i | i | i
NC1=C(c2ccccc2)C(=O)NC1=O | i | i | i | -0.1 | i | i | i | i | i | i | i
CCOc1ccc2[nH]c(=O)c(CN(CC3COCCO3)C(=O)c3ccco3)cc2c1 (stereo unspecified) | i | i | i | -1.4 | i | i | i | i | i | i | i
Cc1cccc(C(=O)N=c2sccn2C)c1[N+](=O)[O-] | i | i | i | 5.9 | i | i | i | i | i | i | i
CCOC(=O)Cc1csc(NC(=O)c2ccc(Br)cc2)n1 | i | i | i | -3.4 | i | i | i | i | 11.6* | i | i
CN(Cc1ccc(O)cc1)C1CCCCC1 | i | i | i | -1.3 | i | i | i | i | i | i | i
O=C(Nc1ccc(Cc2ccncc2)cc1)C1CCC(N2C(=O)C3CC=CCC3C2=O)CC1 (stereo unspecified) | i | i | i | 3.0 | i | i | i | i | i | i | i
COc1ccccc1CN1C[C@@H]2C[C@@H](c3cccc(C)c3)N3CCC[C@@]23C1=O | i | i | i | 0.9 | i | i | i | i | i | i | i
c1ccc(-c2noc(-c3ccno3)n2)nc1 | i | i | i | -7.6 | i | i | i | i | i | i | i
Cc1onc(-c2ccccc2)c1-c1ccnn1S(=O)(=O)c1ccc(Cl)cc1 | i | i | i | 8.7 | i | i | i | i | i | i | i
O=C(NCc1n[nH]c(=S)n1-c1ccccc1)c1ccc(S(=O)(=O)N2CCCCC2)cc1 | i | i | i | 1.7 | i | i | i | i | i | i | i
CCSc1nc2c(c(=O)[nH]c(=O)n2C)n1CC(O)COc1ccccc1 (stereo unspecified) | i | i | i | -9.9 | i | i | i | i | i | i | i
Cc1ccccc1Nc1nc(N)nc(COC(=O)CCS(=O)(=O)c2ccccc2)n1 | i | i | i | 3.8 | i | i | i | i | i | i | i
C/C(CC(=O)Nc1cccc(F)c1)=N\NC(=O)c1ccncc1 | i | i | i | 7.0 | i | i | i | i | i | i | i
O=C(c1ccco1)C(O)c1ccco1 (stereo unspecified) | i | i | i | -6.8 | i | i | i | i | i | i | i
Cc1ccc(OCc2ccc(C(=O)Nc3ccc(S(N)(=O)=O)cc3)o2)cc1 | i | i | i | -9.5 | i | i | i | i | i | i | i
COc1cc(C(=O)N[C@@H](C)C(=O)NCc2ccco2)cc(OC)c1OC | i | i | i | -6.5 | i | i | i | i | i | i | i
CCC(C)[C@H](NC(=O)[C@@H]1Cc2ccccc2CN1C(=O)OC(C)(C)C)C(=O)NCC1CCC(C(=O)O)CC1 (stereo partly specified) | i | i | i | -3.1 | i | i | i | i | i | i | i
Cc1ccc(Nc2nc(N)nc(CN3CCN(c4ccccc4)CC3)n2)cc1Cl | i | i | i | 87.5* | i | i | i | i | i | i | i
Cc1cc(NC(=O)CSc2nnc(-c3ccoc3C)o2)no1 | i | i | i | -11.3 | i | i | i | i | i | i | i
O=C(NCc1ccco1)C1CC(c2c(Cl)cccc2Cl)=NO1 (stereo unspecified) | i | i | i | 7.3 | i | i | i | i | i | i | i
Cc1cccc(CN2C(=O)NC(c3ccccc3)(c3ccccc3)C2=O)c1 | i | i | i | 7.1 | i | i | i | i | i | i | i
COc1cc(C(=O)N2CCCC(c3nc(-c4cccs4)no3)C2)cc(OC)c1OC (stereo unspecified) | i | i | i | 2.0 | i | i | i | i | i | i | i
CCCCOc1ccc(/C=N/Nc2cc(N3CCOCC3)nc(C)n2)cc1 | i | i | i | 4.4 | i | i | i | i | i | i | i
NC(=O)c1oc2ccc(Cl)cc2c1NC(=O)CN1CCOCC1 | i | i | i | -10.6 | i | i | i | i | i | i | i
COn1c(=O)c(-c2ccc(F)cc2)[n+]([O-])c2ccccc21 | i | i | i | -5.0 | i | i | i | i | i | i | i
O=C(CS(=O)(=O)c1ccc2ccccc2c1)Nc1ccccc1Cl | i | i | i | -9.9 | i | i | i | i | i | i | i
COC(=O)c1ccc(C(=O)OC)c(N)c1 | i | i | i | · | i | i | i | i | i | i | ·
CCOc1ccc(CCNC(=O)COC(=O)COc2ccc(C(C)=O)cc2)cc1OCC | i | i | i | 16.8 | i | i | i | i | i | i | i
O=C(CNC(=O)C12CC3CC(CC(C3)C1)C2)N1CCN(S(=O)(=O)c2cccs2)CC1 | i | i | i | 5.3 | i | i | i | i | i | i | i
COc1ccccc1CNC(=O)CCNC(=O)Cn1ccc2ccccc2c1=O | i | · | i | 2.7 | i | · | i | · | i | i | i
O=c1c2c([nH]c3ccccc13)CCCCC2 | i | i | i | 4.7 | i | i | i | i | i | i | i
COc1ccc(Cl)cc1NC(=O)COC(=O)CNC(=O)c1ccc([N+](=O)[O-])c(C)c1 | i | i | i | 1.1 | i | i | i | i | i | i | i
Cc1c(O)ccc2cc(S(=O)(=O)c3ccccc3)c(=O)oc12 | i | i | i | 4.6 | i | i | i | i | i | i | i
CCC1CN(C(=O)N2CCC(C(=O)NCc3ccc(OC)cc3OC)CC2)c2ccccc2O1 (stereo unspecified) | i | i | i | 12.7 | i | i | i | i | i | i | i
Cn1nnnc1SCC(=O)c1c(N)n(C)c(=O)n(C)c1=O | i | i | i | 1.3 | i | i | i | i | i | i | i
Cc1ccc(C(=O)Nc2ccc3cn[nH]c3c2)cc1S(=O)(=O)N1CCOCC1 | i | i | i | 5.5 | i | i | i | i | i | i | i
O=C(NCc1ccc(F)cc1)c1c2c(nc3ccccc13)CCN(Cc1ccccc1)C2 | i | i | i | 6.0 | i | i | i | i | i | i | i
CCOc1ccc(Cc2n[nH]c(=S)n2Cc2ccccc2)cc1 | i | i | i | -0.6 | i | i | i | i | i | i | i
COC(=O)C1=C(C(=O)OC)[C@@H]2Nc3ccccc3[C@@]23C[C@@H](C(=O)OC)N(C(=O)CC(C)C)C3=N1 | i | i | i | -0.2 | i | i | i | i | i | i | i
O=C(CCN1C(=O)c2ccccc2S1(=O)=O)Nc1ccc(F)c([N+](=O)[O-])c1 | i | i | i | -3.4 | i | i | i | i | i | i | i
Cc1ccccc1OCCCN1CCOCC1 | i | i | i | 1.3 | i | i | i | i | i | i | i
Next section.
SMILES | TRPC6 inh | TRPC4 inh | ANO1 block | SKKanGAS inh | MrgX1 agonist | TRPC4 potent | TRPC6 activator | TRPC4 agonist | MrgX1 PAM | MrgX1 antag | TMEM16A act
Cc1cc(C)nc(Sc2c(C)n[nH]c2C)n1 | i | i | i | 3.9 | i | i | i | i | i | i | i
N#Cc1c(-c2ccc(Br)cc2)cc(-c2cccnc2)nc1N | i | i | i | 6.2 | i | i | i | i | i | i | i
CCOCCCNC(=S)N1CCCN(c2nc3cc(C)cc(C)c3cc2C#N)CC1 | i | i | i | 19.0 | i | i | i | i | i | i | i
COC(=O)c1ccc(CSc2n[nH]c(=S)s2)o1 | i | i | i | 62.8* | i | i | i | i | i | i | i
CCc1cc(=O)[nH]c(SCCC(F)=C(F)F)n1 | i | i | i | 3.6 | i | i | i | i | i | i | i
Cc1ccc(C(=O)N2CCN(c3ccccc3)CC2)cc1NC(=O)c1ccco1 | i | i | i | 2.1 | i | i | i | i | i | i | i
COc1ccc(OCc2nn3c(-c4cccc(OC)c4)nnc3s2)cc1 | i | i | i | 8.9 | i | i | i | i | i | i | i

Source: PubChem BioAssay
